Screening results from PubChem.
Diaph act CS = diaphorase activation or chemical reduction counter-screen; Diaphorase/resazurin coupled assay, resorufin fluorescence, 16 min; stronger effect = higher value; 1 = vehicle wells, 0 = NADH-free wells; activation factor at 20 µM; 0.005% of 190,000 active; AID 1229;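 active = diaphorase activity raised at least twofold by the compound at 20 µM; inactive = activation factor below 2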
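Assay system: Purified diaphorase enzyme from Clostridium kluyveri | Amount: Enzyme 0.07 U/mL final | Dosing: Compound 20 µM once, DMSO 1% | Timing: 16 min reaction at room temperature | Detection: Fluorescence, excitation 544 nm and emission 590 nm | Evaluation: Higher resorufin formation from activation or reduction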
PMI act satM6P = PMI (human) activation, high substrate. 0.34% of 190,000 active. activation factor at 20 µM. coupled PMI enzyme assay, resazurin fluorescence, 20 min; stronger effect = higher value; 1 = untreated enzyme, 0 = substrate-free blank. AID 1216;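 active = activation factor of 2 or more at 20 µM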
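Test system – human PMI in coupled enzyme assay · Timing – 20 min incubation at room temperature · Detection – Diaphorase-driven resazurin-to-resorufin fluorescence, excitation 544, emission 590 nm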
S1P3 antag = blocks the human S1P3 receptor. Q99500. CHO S1P3 NFAT-BLA reporter, FRET fluorescence, antagonist mode. inhibition, % at 4.98 µM. 0.27% of 170,000 active;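 active = inhibition above the plate cutoff, the mean inhibition of test wells on that plate plus 3 SD, cut at about 28% in these data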;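 note: cells challenged with S1P at its EC80 of 0.8 µM; blue over green emission ratio from cleaved BLA substrate after 4 h stimulation; 0% = S1P-stimulated wells and 100% = unstimulated DMSO-only wells; some compounds past the cut are filed as inactive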
DTT redox prof = compounds producing H2O2 with reducing agent – biochemical, NIH compound library profiling, artefact control for MLSCN library redox annotation, primary screen. DTT-dependent redox cycling H2O2, phenol red/HRP absorbance; 100% = 100 µM peroxide control, 0% = buffer. activation, % at 10 µM. 0.03% of 200,000 active. AID 878;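 active = activation of at least 50% relative to the plate's high and low controls in the primary single-dose screen; inactive = activation below 50%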;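 note: compound incubated with DTT at 0.8 mM final as the reducing agent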
Hsp70 act = Hsp70 transcriptional activation, primary screen. 0.04% of 200,000 active. activation, % at 10 µM. HeLa Hsp70 promoter luciferase reporter, luminescence; scaled: vehicle 0, proteasome-inhibitor control 100%;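 active = activation above the mean across all tested compounds plus 3 SD, cutoff set per campaign, cut at about 5.5% in these data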;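 note: 100% = MG132 at 30 µM as the positive control and 0% = DMSO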
RAM network inh = blocks the yeast RAM network; inhibition, % at 50 µM; AID 868; 1.8% of 190,000 active; S. cerevisiae dse1pr::URA3 reporter, 5-FOA growth OD615, 2 d; analog-sensitive cbk1-as2 kinase mutant strain;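 active = inhibition above a set limit, 3 SD over mean compound inhibition, cut at about 8.4% in these data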;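 note: 0% = DMSO-only wells with no growth and 100% = 10 µM 1-NA-PP1 full growth; inhibition rescues growth on 5-FOA so higher OD means more RAM inhibition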
PMI act = phosphomannose isomerase (human) activation | P34949 | purified human PMI, coupled resazurin fluorescence, 20 min; stronger effect = higher value; 1 = vehicle control, 0 substrate-free wells | 0.005% of 190,000 active | activation factor at 20 µM;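 active = activation factor of 2 or more at 20 µM, relative to plate controls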
G6PDH CS = counter-screen for G6PDH assay hits: L. mesenteroides G6PDH inhibition | Purified L. mesenteroides G6PDH, diaphorase/resazurin coupled fluorescence, 45 min | 0.12% of 200,000 active | inhibition, % at 5 µM
TLR4 MyD88 comp = inhibitors of human TLR4-MyD88 binding; O00206+Q99836; HeLa CL3-4 TLR4/MyD88 BLA complementation, FRET ratio; inhibition, % at 8.4 µM; 0.18% of 200,000 active; in the data active = inhibition above about 25%;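 note: 0% = vehicle and 100% = reference inhibitor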
Diaphorase inh = counter-screen for diaphorase-based assays: diaphorase inhibitors and chemical oxidizers. 0.69% of 190,000 active. AID 1217. inhibition, % at 20 µM. diaphorase resazurin-to-resorufin fluorescence, NADH, 16 min; bacterial (C. kluyveri) enzyme, not human;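 active = primary screen inhibition at 20 µM above a set limit, cut at about 50% in these data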;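 note: plate controls were DMSO with full reaction for no effect and wells lacking NADH for full effect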
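Test system: Clostridium kluyveri diaphorase enzyme / Quantity: diaphorase at 0.14 U/mL in enzyme working solution / Incubation: 16-min room-temperature incubation before reading / Benchmarks: NADH-free wells as positive control, DMSO-only neutral wells / Signal: resorufin fluorescence 544/590 nm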
Lmaj promast = inhibitors of Leishmania major promastigote growth; inhibition, % at 10 µM; 9% of 200,000 active; Leishmania major promastigotes, resazurin fluorescence viability; AID 1063;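 note: promastigotes grown with compound for 44 hours at 28 °C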
The depositor's hits bear a star; / = not tested or not shown. Cut-off read from the data, not from the text of the source, unless noted: active = inhibition above about 50%; inactive = the rest.

Second line of a record – Diaph act CS, PMI act satM6P, S1P3 antag, DTT redox prof, Hsp70 act, RAM network inh, PMI act, G6PDH CS, TLR4 MyD88 comp, Diaphorase inh, Lmaj promast
COC(=O)Nc1ccc(S(=O)(=O)N2CCCC(C(=O)N3CCCCC3)C2)cc1 (stereo unspecified)
  0.9, 0.7, -29.4, -0.7, -0.3, 2.3, 0.9, 2.7, -18.1, 8.4, 3.3
Cc1cc(C(=O)NCCC2=CCCCC2)ccc1[N+](=O)[O-]
  0.8, 0.9, 3.1, -0.5, 0.0, -0.4, 0.9, 16.6, 9.0, 23.1, 29.8
CCCN=Cc1ccc(O)cc1
  1, 1, -15.1, -0.3, 0.8, 0.6, 1.1, 11.8, 2.3, 3.7, 1.5
CCCCOc1ccc(CC2CCC(=O)NC2=O)cc1 (stereo unspecified)
  0.8, 1.1, 0.3, 0.6, -0.3, -0.4, 1, 0.9, -7.8, 15.2, 0.2
CC(=O)c1c(C)[nH]c(C(=O)NCc2ccc(F)cc2)c1C
  0.9, 1, -3.3, -0.3, -0.2, 1.3, 1.1, 4.2, 3.6, 14.1, -8.1
O=C1NC(NS(=O)(=O)c2ccccc2)(C(F)(F)F)C(=O)N1Cc1cccnc1 (stereo unspecified)
  0.9, 1, -16.7, 0.7, 0.0, -0.9, 1, 0.8, 7.8, 11.5, 0.0
CCOCCCNS(=O)(=O)c1ccc(NC(=O)N2c3ccccc3Sc3ccccc32)cc1
  0.7, 0.8, /, -3.2, -0.2, 2.7, 0.7, 10.4, 2.0, 29.1, 99.9*
c1csc(C(c2nnnn2C2CCCCC2)N2CCN(c3nc4ccccc4s3)CC2)c1 (stereo unspecified)
  0.9, 1, /, 2.1, 0.0, 6.1, 1, 7.3, 17.6, 9.2, 93.4*
COc1ccc2nc(NC(=O)CN(C)S(=O)(=O)c3cccs3)sc2c1
  0.8, 0.8, /, -3.0, 0.9, 0.2, 0.8, -3.3, -3.9, 22.1, 47.2
CCN(CC)S(=O)(=O)c1cccc(NC(=O)C(=O)c2c(-c3ccccc3)cc3ccccn23)c1
  0.8, 1, /, 0.5, -0.3, 9.9*, 0.8, 1.8, -0.9, 23.5, 98.3*
COC(=O)C1=C(C)N(C)C(C)=C(C(=O)OC)C1c1ccc(C(=O)OC)cc1
  0.9, 1.1, -38.6, 2.4, -0.1, 0.1, 1, 1.8, -3.4, 13.3, -2.2
O=C(CSc1nnc(-c2c[nH]c3ccccc23)o1)N(Cc1ccccc1)c1ccc(F)cc1
  0.8, 0.9, -6.5, 2.7, -0.4, 4.1, 0.9, 7.8, 2.7, 18.5, 64.3*
COc1ccc(CNC(=O)CCS(=O)(=O)Cc2cccc(Cl)c2)c(OC)c1
  0.9, 1.1, -15.1, -0.9, -0.2, 1.6, 1, 4.3, -1.9, 5.6, 3.6
N#Cc1c(SCc2ccccc2)sc(C(=O)c2ccccc2)c1N
  0.9, 1.1, /, 4.0, -0.3, 8.0, 1.1, -2.3, 9.9, 12.7, -2.4
Cc1ccc(C)c(SCc2noc(C(=O)NCC3CCCO3)c2C(=O)O)c1 (stereo unspecified)
  0.9, 1, /, 12.1, 0.0, 1.7, 1, 1.8, -8.6, 7.7, -6.7
COc1ccc(CNC(=O)C(c2ccco2)N(Cc2ccccc2)C(=O)Cc2cccs2)cc1 (stereo unspecified)
  0.9, 0.9, /, 3.7, -0.4, 4.1, 0.9, 6.2, -3.3, 12.6, -3.7
O=C1CC(c2ccco2)CC(O)=C1C=Nc1cc(Cl)ccc1O (stereo unspecified)
  0.8, 0.9, /, -0.9, -0.6, 1.8, 1, 18.6, 1.4, 17.0, 0.9
COC(=O)C1=C(C)N(C(C)c2ccccc2)C(=O)/C1=C\c1ccco1 (stereo unspecified)
  0.8, 0.9, 3.1, -1.3, -0.2, 1.0, 1, -0.9, -6.0, 20.2, 12.7
O=C(NC1CC1)c1ccc(CS(=O)(=O)c2c(Cl)cccc2Cl)o1
  0.8, 0.9, -18.9, -1.1, 0.5, 0.2, 0.9, 1.5, 1.6, 15.9, 5.2
CCCCOC(=O)C1=C(C)Nc2ncnn2C1c1cccc(OC)c1 (stereo unspecified)
  0.8, 0.9, 8.3, 1.2, -0.4, 0.0, 0.9, 6.4, -11.9, 16.3, 61.4*
O=C(Nc1ccc(-n2cnnn2)cc1)C1CCC1
  1.1, 1.1, -36.5, 0.7, -0.2, -1.2, 1.1, 8.1, -0.6, -9.2, -3.2
C/C=C(\C)CN1CCc2cc(OC)c(OC)cc2C1
  1, 1.3, -8.8, 0.2, -0.2, 0.1, 1.1, 17.1, 3.4, -1.3, -4.0
N#CCCN(CCC#N)c1nnc(-c2ccccc2)s1
  1, 1, /, -4.1, 0.0, 0.4, 1, -0.3, -2.4, 3.3, -1.6
CCOc1ccc2c(c1)-c1c(ssc1=S)C(C)(C)N2C
  0.9, 1, /, -3.3, -0.1, 8.8*, 0.9, 12.0, 5.8, 13.3, 7.9
COc1ccc(C(=O)OCC(=O)NCc2ccc3c(c2)OCO3)cc1[N+](=O)[O-]
  1, 1, -2.8, 0.1, -0.1, 3.1, 1, -9.4, 15.6, 2.9, 1.9
CCOc1cc(CNc2ncc(-c3ccc(OC)cc3)n2C)ccc1O
  0.8, 0.8, -12.7, 3.0, 0.1, -0.5, 0.8, 12.6, 5.3, 15.8, 65.1*
Cc1ccc(SCCC(=O)N(C)C)cc1
  0.9, 0.9, -24.6, 2.5, -0.3, 2.4, 0.9, -17.9, -4.2, 12.6, 1.0
Cc1cc(NC(c2ccc(Cl)cc2)c2ccc3cccnc3c2O)no1 (stereo unspecified)
  0.8, 1, /, -0.2, -0.5, -1.2, 1.1, -2.6, -1.4, 16.0, 100.5*
Cc1cc(C)n2nc(S(=O)(=O)NC3CCCCC3)nc2n1
  1, 0.9, -39.5, -0.3, -0.2, -0.5, 0.9, -8.0, 3.0, 1.9, -3.4
O=C1CSC(c2cn(-c3ccccc3)nc2-c2cc3ccccc3oc2=O)N1Cc1ccco1 (stereo unspecified)
  0.7, 0.8, -10.6, -0.1, -0.3, 6.2, 0.8, 10.6, -9.1, 29.4, 46.4
Cc1ccc(N(Cc2ccccc2F)S(C)(=O)=O)c(C)c1
  0.8, 1, 19.1, -0.1, -0.1, -0.1, 1, 3.3, -17.8, 18.4, 9.0
O=C(c1cc(S(=O)(=O)N2CCCCC2)ccc1F)N1CCCCC1
  0.9, 1, 5.4, 0.1, -0.5, 0.8, 1, 0.1, -10.3, 11.9, -0.6
COc1ccc(CN(C(=O)c2oc3ccccc3c2C)C2CCS(=O)(=O)C2)cc1OC (stereo unspecified)
  0.9, 0.9, 7.3, 1.3, 0.0, 0.5, 0.9, 16.3, 4.3, 8.6, 45.1
O=C(O)CCc1nc(-c2ccccc2)no1
  0.9, 1, -54.5, -2.5, -0.2, 0.5, 1.1, 2.0, -6.6, 7.1, -4.3
Cc1ccc(C(=O)/C=C2\NCCNC2=O)cc1
  1, 1, /, 0.6, 0.0, 0.5, 1, 7.2, 20.1, 1.4, -1.2
COC(=O)C(C(=O)OC)=C(/C=C/N(C)C)N(C)C
  0.9, 1, -19.0, -0.9, -0.5, 0.5, 0.9, -6.8, -4.1, 9.6, -4.9
COc1ccc(NC(=O)c2nnn(Cc3ccc(SC)cc3)c2N)c(OC)c1
  1, 1, -14.4, -1.5, -0.1, 6.3, 1, -1.8, -3.3, 4.3, -5.7
O=C(N/C(=C/c1ccccc1)C(=O)N1CCOCC1)c1ccc([N+](=O)[O-])cc1
  0.9, 0.9, -3.3, 0.7, 0.5, 2.1, 0.9, 3.6, -5.8, 11.8, 1.0
Cc1cc(N(C)/N=C/c2ccccc2)nc(-c2ccccc2O)n1
  1, 1, -25.4, 1.2, -0.1, 2.8, 0.9, 6.5, -27.1, 2.4, 19.6
CCCCc1nnc(NC(=O)CS(=O)(=O)Cc2ccccc2)s1
  0.9, 1, /, -1.8, -0.3, 3.6, 0.9, 1.2, 4.0, 8.0, -6.0
O=C(NN/C(=N/S(=O)(=O)c1ccc(Cl)cc1)c1ccccc1)c1ccc(O)cc1
  0.9, 1.1, 23.4, -0.3, 0.0, 0.3, 1, 2.1, -12.5, 9.0, -9.6
CCc1ccc(/C=C2\SC(=S)N(CCC(=O)Nc3cc(C)on3)C2=O)cc1
  1.1, 1.1, -0.7, -1.4, -0.2, 6.3, 1.1, 7.9, 9.4, -5.2, -5.4
Cc1ccc(/C=c2\s/c(=C(/C#N)C(=O)N3CCCC3)n(Cc3ccco3)c2=O)s1
  0.8, 0.9, 16.3, -2.4, -0.4, 5.0, 0.9, -19.7, 15.3, 20.6, -1.1
COc1cc2c(cc1OC)C1(Nc3c-2c(Cc2ccccc2)nn3-c2ccccc2)C(=O)Nc2ccccc21 (stereo unspecified)
  0.8, 1.1, /, 0.2, -0.1, 4.5, 0.9, 12.2, 1.7, 21.2, 40.6
CC(Oc1ccc(C(C)(C)C)cc1)c1ccnc2nc(/N=C/N(C)C)nn12 (stereo unspecified)
  0.9, 1, /, 3.9, -0.4, 1.3, 1, -1.0, -15.0, 6.9, -3.6
CC(C)C(c1nnnn1Cc1ccco1)N1CCC(C(N)=O)CC1 (stereo unspecified)
  0.9, 1.1, /, -0.1, 0.5, 0.5, 1.2, -3.7, -3.9, 6.4, -7.6

The order is random; about 12% have a hit in one of these screens.
